AmpC inh detg – inhibitors of E. coli AmpC beta-lactamase with detergent | P00811 | AmpC hydrolysis of nitrocefin, absorbance 480 nm, 0.01% Triton | Potency, µM (highest dose often 114 µM), for inactives: top-dose activity change, negative = inhibition, most hits filed as inhibitors | hit rate 0.041% among 370,000 | AID 485294;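 also: potency is read from the fitted curve at half-maximal effect; 0% = no-compound wells and -100% = no-enzyme wells; nearly all actives have a fitted effect of over 25% in size; some results filed as inactive show a strong effect at the top dose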
Target sequence (P00811 whole entry, looked up): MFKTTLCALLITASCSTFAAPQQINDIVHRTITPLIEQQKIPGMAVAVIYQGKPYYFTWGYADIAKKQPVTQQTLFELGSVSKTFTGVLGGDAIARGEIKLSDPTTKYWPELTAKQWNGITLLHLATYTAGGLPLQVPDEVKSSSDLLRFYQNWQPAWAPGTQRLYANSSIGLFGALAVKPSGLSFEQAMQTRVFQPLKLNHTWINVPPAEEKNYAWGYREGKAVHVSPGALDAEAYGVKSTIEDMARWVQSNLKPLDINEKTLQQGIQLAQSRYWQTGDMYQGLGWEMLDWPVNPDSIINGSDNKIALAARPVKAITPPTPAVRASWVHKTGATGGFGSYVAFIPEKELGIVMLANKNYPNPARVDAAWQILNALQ
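20 mM phosphate pH 7.0 + 0.01% (detergent screen) or 0.0001% Triton X-100; 5.3 nM AmpC reagent; cpd preinc 15 min RT; nitrocefin (800 uM stock) to start; A480 q20 s × 4 min; Activity was normalised to no-enzyme and no-compound control wells.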
AMA1 RON2 block – inhibitors of Plasmodium falciparum AMA1-RON2 interaction; AID 720542; hit rate 0.2% among 360,000; Potency, µM (titrated, usually from 58.2 µM), for inactives: top-dose activity change, negative = inhibition, hits mostly inhibitors; AlphaScreen AMA1-biotinylated RON2 peptide binding;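 also: potency is read from the fitted curve at half-maximal effect; 0% = vehicle wells and -100% = peptide control; nearly all actives have a fitted effect of over 45% in size; some results filed as inactive show a strong effect at the top dose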
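AMA1 (3D7) with his tag at 25 nM final met compounds first, then biotinylated RON2 peptide at 25 nM; detection used donor plus acceptor beads, 10 µg/mL apiece, read by AlphaScreen after 30 min at room temperature.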
HCMV inh – inhibitors of human cytomegalovirus; AID 1259415; HFF cells, HCMV-luciferase reporter, 72 h; active compounds read low; hit rate 4.5% among 410,000; activity change, negative = inhibition, % at 57.5 µM; in the data active = activity change below about -60%; inconclusive = no clear call, values can overlap the other calls; inactive = above about -39%
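Screen run at 2 compound doses on HFFs infected with reporter HCMV, MOI 1 PFU/cell. Luciferase activity from cell lysates at 72 h post infection gave inhibition relative to buffer-only and Salinomycin wells.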
Tb PYK inh – T. brucei pyruvate kinase inhibition; Q57TT1; TbPYK enzyme, Kinase-Glo Plus ATP luminescence, 45 min; Potency, µM (series often up to 76.8 µM), inactives show top-dose activity, negative = inhibition, usual class: inhibitors; hit rate 0.12% among 410,000; AID 624173; also: potency is read from the fitted curve at half-maximal effect; nearly all actives have a fitted effect of over 50% in size
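Assay buffer: 50 mM TEA pH 7.2, 100 mM KCl, 10 mM MgCl2, 0.05% BSA, 0.01% Tween-20. Pyruvate kinase from T. brucei plus substrate met compound, then ADP (130 uM final). Luminescence was read post 45 min RT.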
AmpC inh no detg – blocks E. coli AmpC beta-lactamase in detergent-free assay; hit rate 0.52% among 330,000; AID 485341; AmpC nitrocefin hydrolysis, absorbance 480 nm, 0.0001% Triton; Potency, µM (highest dose often 57.1 µM), for the others: top-dose activity change, negative = inhibition, most hits filed as inhibitors; P00811;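 also: potency is read from the fitted curve at half-maximal effect; plate controls were no compound for no effect and no enzyme for full effect; nearly all actives have a fitted effect of over 20% in size; some results filed as inactive show a strong effect at the top dose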
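20 mM phosphate pH 7.0 + 0.01% (detergent screen) or 0.0001% Triton X-100; 5.3 nM AmpC reagent; cpd preinc 15 min RT; nitrocefin (800 uM stock) to start; A480 q20 s × 4 min; Activity was normalised to no-enzyme and no-compound control wells.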
LmPK inh – blocks Leishmania mexicana pyruvate kinase activity | Q27686 | purified LmPK, Kinase-Glo ATP luminescence, 1 h | Potency, µM (titrated, usually from 57.5 µM), inactives show at the highest dose activity change, negative = inhibition, hits mostly inhibitors | hit rate 0.37% among 290,000 | AID 1721; also: potency is read from the fitted curve at half-maximal effect
Target sequence (Q27686 whole entry, looked up): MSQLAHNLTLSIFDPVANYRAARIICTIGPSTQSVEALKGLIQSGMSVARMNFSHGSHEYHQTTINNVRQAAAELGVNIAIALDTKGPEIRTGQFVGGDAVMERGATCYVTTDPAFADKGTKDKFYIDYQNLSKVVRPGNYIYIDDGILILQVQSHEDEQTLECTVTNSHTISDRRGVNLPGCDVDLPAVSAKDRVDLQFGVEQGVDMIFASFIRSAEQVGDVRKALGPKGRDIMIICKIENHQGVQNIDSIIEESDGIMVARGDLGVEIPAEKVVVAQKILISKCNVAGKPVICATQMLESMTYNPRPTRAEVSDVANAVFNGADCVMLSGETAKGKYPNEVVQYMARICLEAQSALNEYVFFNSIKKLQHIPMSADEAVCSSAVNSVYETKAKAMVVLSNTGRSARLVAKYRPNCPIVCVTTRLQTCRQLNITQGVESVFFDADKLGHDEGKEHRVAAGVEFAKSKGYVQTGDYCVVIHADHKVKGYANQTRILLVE
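Purified LmPK (0.1 nM) with 0.5 mM PEP and 0.1 mM ADP in imidazole buffer pH 7.2 with MgCl2/KCl, 1 h at room temperature. ATP formed was read by luciferase luminescence and normalized to no-enzyme and uninhibited controls.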
Sm TGR inh – S. mansoni TGR enzyme inhibition; purified TGR, DTNB reduction, TNB absorbance 405 nm; AID 485364; hit rate 3% among 360,000; Potency, µM (titrated, usually from 114 µM), for the others: at the top dose activity change, negative = inhibition, hits mostly inhibitors; also: potency is read from the fitted curve at half-maximal effect; nearly all actives have a fitted effect of over 60% in size
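First, TGR (20 nM dispensed) and NADPH were mixed with compound. Second, a 15 min room-temperature incubation followed. Third, further NADPH and then DTNB were added to start the reaction. Finally, TNB absorbance was monitored kinetically.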
The depositor's hits bear a star; [ ] = remark or other dose. Unless noted, calls follow the shape of the dose curve; as a rule, active = well fitted curve in the direction sought with a large enough effect; inconclusive = small, poorly fitted or top-dose-only effect, or another doubt; inactive = no such curve, though single readings can be large; an effect the other way counts as inactive or inconclusive. Unless noted, % is scaled to controls: 0 for no effect and ±100 for the full control effect.

Screening COc1ccc(OCCOc2ccc(C)nc2[N+](=O)[O-])cc1 returned AmpC inh detg 0%, AMA1 RON2 block 7%, HCMV inh -7, Tb PYK inh 1%, AmpC inh no detg -1%, LmPK inh 0% and Sm TGR inh -2%.
O=C(O)c1cc(-c2cccs2)nn1-c1ccc(F)cc1 was read as AmpC inh detg -14%, AMA1 RON2 block 1%, HCMV inh -18, Tb PYK inh -2%, AmpC inh no detg -12%, LmPK inh -2% and Sm TGR inh -11%.
O=C(CSc1ccc2c(c1)OCCO2)Nc1ncccc1O was read as AmpC inh detg -2%, AMA1 RON2 block 47%[activator], HCMV inh 7, Tb PYK inh 2%, AmpC inh no detg -8% and Sm TGR inh inconclusive.
`O=C(O)C(=Cc1cccc([N+](=O)[O-])c1)c1ccc(Cl)cc1` gave AMA1 RON2 block 9%, HCMV inh 17 and Tb PYK inh -6%.
For Cc1ccc(C(=O)Nc2cccc(C(F)(F)F)c2)cc1Nc1ncnc2nc[nH]c12 the results were AmpC inh detg -3%, AMA1 RON2 block 86%[activator], HCMV inh inconclusive, Tb PYK inh -4%, AmpC inh no detg -8%, LmPK inh -1% and Sm TGR inh -15%.
For COC(=O)C1C(c2ccccc2)C(C(=O)N2CCOCC2)C1c1ccccc1 (stereo not given) the results were AmpC inh detg -3%, AMA1 RON2 block 0%, HCMV inh 6, Tb PYK inh -2%, AmpC inh no detg 23%, LmPK inh 3% and Sm TGR inh 4%.
For CCCOc1ccc(C2=NNC(c3cccs3)=Nc3ccc(OC)cc32)cc1 the results were AmpC inh detg -7%, AMA1 RON2 block -21%, HCMV inh 2, Tb PYK inh 3%, AmpC inh no detg -29%, LmPK inh 5% and Sm TGR inh 1%.
For CC(C)C[C@H]1CNC(=O)C(=O)N1C[C@@H]1CCCN1C[C@H](Cc1ccc(O)cc1)N1C[C@H](Cc2ccccc2)N(CC2CCCCC2)C(=O)C1=O the results were AMA1 RON2 block 1%, HCMV inh -24 and Tb PYK inh -4%.
`CCOC(=O)c1c(NC(=O)CSc2cn(CCNC(=O)c3c(F)cccc3F)c3ccccc23)sc2c1CCCC2` gave AmpC inh detg 1%, HCMV inh -5, Tb PYK inh 6% and Sm TGR inh 4%.
Screening CC1=C(C(=O)N2CCCCCC2)CC(CC(=O)NCCN2CCOCC2)C(=O)N1Cc1ccc(C(C)(C)C)cc1 (stereo not given) returned AMA1 RON2 block -2%, HCMV inh -5 and Tb PYK inh 0%.
`CC1Sc2ccc(S(=O)(=O)N3CCC(C(=O)N4CCN(C)CC4)CC3)cc2NC1=O` (stereo not given) gave AmpC inh detg 4%, AMA1 RON2 block 22%, HCMV inh -3, Tb PYK inh 5%, AmpC inh no detg 41%, LmPK inh 7% and Sm TGR inh 2%.
`CCS(=O)(=O)n1nc(-c2ccco2)nc1NCc1ccc(C(C)C)cc1` gave AmpC inh detg -3%, HCMV inh 69, Tb PYK inh 3% and Sm TGR inh -23%.
Screening COC(=O)c1ccc2nc(-c3ccc(F)cc3)c(Cc3ccccc3C(F)(F)F)n2c1 returned AMA1 RON2 block 5%, HCMV inh -6 and Tb PYK inh 0%.
For CCOc1ccc(N(C)S(=O)(=O)c2ccc(C)c(C(=O)Nc3nnc(C4CC4)s3)c2)cc1 the results were AmpC inh detg -1%, AMA1 RON2 block -9%, HCMV inh -2, Tb PYK inh 1%, AmpC inh no detg -2% and Sm TGR inh -3%.
`CCC(C)NC(=O)CN(c1cc(C)ccc1OC)S(C)(=O)=O` (stereo not given) gave AmpC inh detg inconclusive, AMA1 RON2 block 0%, HCMV inh 23, Tb PYK inh 0%, AmpC inh no detg -12%, LmPK inh -3% and Sm TGR inh 0%.
O=C1CC(c2nc3ccccc3n2Cc2c(F)cccc2Cl)CN1c1cccc(C(F)(F)F)c1 (stereo not given) was read as AmpC inh detg -2%, HCMV inh -34, Tb PYK inh 7% and Sm TGR inh 4%.
CCN1CCSc2ccc(C(=O)NCc3ccccc3C)cc21 was read as AmpC inh detg -13%, AMA1 RON2 block -28%, HCMV inh -17, Tb PYK inh 6%, AmpC inh no detg -42%, LmPK inh -4% and Sm TGR inh 6%.
N#CC(C#N)=C/C(C#N)=C(/N)N1CCN(c2ccc(Cl)cc2)CC1 was read as AmpC inh detg -12%, AMA1 RON2 block 2%, HCMV inh -16, Tb PYK inh -14%, AmpC inh no detg -37%, LmPK inh -5% and Sm TGR inh 0%.
For O=C(N/C(=C\c1ccccc1)C(=O)N1CCN(CCO)CC1)c1ccccc1 the results were AmpC inh detg -12%, AMA1 RON2 block -6%, HCMV inh -35, Tb PYK inh -1%, AmpC inh no detg -27%, LmPK inh -5% and Sm TGR inh 2%.
`c1ccc(-c2noc(C3CCC3)n2)nc1` gave AmpC inh detg 0%, AMA1 RON2 block -4%, HCMV inh 36, Tb PYK inh -26%, AmpC inh no detg -14%, LmPK inh -1% and Sm TGR inh -3%.
For Cc1ccnc(NC(=O)c2cc(-c3ccc(Cl)s3)nc3ccccc23)c1 the results were AmpC inh detg inconclusive, AMA1 RON2 block 13%, HCMV inh -37, Tb PYK inh 5%, AmpC inh no detg -27% and Sm TGR inh 2%.
CCN(CC(=O)Nc1ccccc1OC)C(=O)/C=C/c1cccs1 was read as AmpC inh detg inconclusive, AMA1 RON2 block -8%, HCMV inh -17, Tb PYK inh 0%, AmpC inh no detg -21% and Sm TGR inh 1%.
Cc1cccc2nc(-c3ccco3)c(Nc3ccccc3)n12 was read as AmpC inh detg inconclusive, AMA1 RON2 block -11%, HCMV inh inconclusive, Tb PYK inh 2%, AmpC inh no detg inconclusive, LmPK inh 8% and Sm TGR inh -33%.
For Cc1ccc(-c2nc(SCc3ccc(Br)cc3)n3[nH]c(=O)cc3n2)cc1 the results were AmpC inh detg -6%, HCMV inh 82, Tb PYK inh 3% and Sm TGR inh 0%.

A draw from above in order of formula weight, low to high:
Cc1cccc2nc(-c3ccco3)c(Nc3ccccc3)n12 was read as AmpC inh detg inconclusive, AMA1 RON2 block -11%, HCMV inh inconclusive, Tb PYK inh 2%, AmpC inh no detg inconclusive, LmPK inh 8% and Sm TGR inh -33%.
CCN1CCSc2ccc(C(=O)NCc3ccccc3C)cc21 was read as AmpC inh detg -13%, AMA1 RON2 block -28%, HCMV inh -17, Tb PYK inh 6%, AmpC inh no detg -42%, LmPK inh -4% and Sm TGR inh 6%.
`CCC(C)NC(=O)CN(c1cc(C)ccc1OC)S(C)(=O)=O` (stereo not given) gave AmpC inh detg inconclusive, AMA1 RON2 block 0%, HCMV inh 23, Tb PYK inh 0%, AmpC inh no detg -12%, LmPK inh -3% and Sm TGR inh 0%.
For COC(=O)C1C(c2ccccc2)C(C(=O)N2CCOCC2)C1c1ccccc1 (stereo not given) the results were AmpC inh detg -3%, AMA1 RON2 block 0%, HCMV inh 6, Tb PYK inh -2%, AmpC inh no detg 23%, LmPK inh 3% and Sm TGR inh 4%.
For CCOc1ccc(N(C)S(=O)(=O)c2ccc(C)c(C(=O)Nc3nnc(C4CC4)s3)c2)cc1 the results were AmpC inh detg -1%, AMA1 RON2 block -9%, HCMV inh -2, Tb PYK inh 1%, AmpC inh no detg -2% and Sm TGR inh -3%.
For CC(C)C[C@H]1CNC(=O)C(=O)N1C[C@@H]1CCCN1C[C@H](Cc1ccc(O)cc1)N1C[C@H](Cc2ccccc2)N(CC2CCCCC2)C(=O)C1=O the results were AMA1 RON2 block 1%, HCMV inh -24 and Tb PYK inh -4%.

New compounds follow:
`CN(CC(=O)Nc1ccc(Cl)c(C(F)(F)F)c1)C(=O)CC1Sc2ccccc2NC1=O` (stereo not given) gave AmpC inh detg 2%, AMA1 RON2 block 2%, HCMV inh -35, Tb PYK inh -3%, AmpC inh no detg 29%, LmPK inh 2% and Sm TGR inh -19%.
`CCCCNCCS(=O)(=O)NCc1ccc(OC)cc1` gave AMA1 RON2 block -6%, HCMV inh 1 and Tb PYK inh -5%.
For CN(C)CCN(C(=O)/C=C/c1cccs1)c1nc2ccc(F)cc2s1 the results were AmpC inh detg 4%, AMA1 RON2 block -19%, HCMV inh -5, Tb PYK inh 4%, AmpC inh no detg 105%[activator], LmPK inh 1% and Sm TGR inh 5%.
For N#C/C(=C\c1cn(CCOc2ccccc2)c2ccccc12)C(=O)NCc1cccs1 the results were AmpC inh detg -3%, AMA1 RON2 block -16%, HCMV inh 18, Tb PYK inh -5%, AmpC inh no detg -10%, LmPK inh -7% and Sm TGR inh 6%.
`O=C1CC(NS(=O)(=O)c2cc(F)ccc2F)CN1c1ccc2c(c1)OCCO2` (stereo not given) gave AmpC inh detg -15%, AMA1 RON2 block -9%, HCMV inh 13, Tb PYK inh -2%, AmpC inh no detg -9% and Sm TGR inh -7%.
For COc1ccc(OC)c(-c2csc(NC(=O)Cc3ccccc3OC)n2)c1 the results were AmpC inh detg -6%, AMA1 RON2 block inconclusive, HCMV inh 30, Tb PYK inh 6%, AmpC inh no detg -26%, LmPK inh 3% and Sm TGR inh -3%.
Screening Cc1nn(C)cc1CN1CCCC(C(=O)c2ccc(-c3ccccc3)c(F)c2)C1 (stereo not given) returned AmpC inh detg -2%, AMA1 RON2 block -12%, HCMV inh inconclusive, Tb PYK inh 0%, AmpC inh no detg 141%[activator], LmPK inh 2% and Sm TGR inh -10%.
COc1ccccc1NC(NC(=O)c1ccco1)C(=O)c1ccccc1 (stereo not given) was read as AmpC inh detg -11%, AMA1 RON2 block 27%, HCMV inh -12, Tb PYK inh 5%, AmpC inh no detg -10%, LmPK inh 3% and Sm TGR inh -4%.
For COc1ccccc1C(C)NC(=O)c1cc(=O)[nH]c2ccccc12 (stereo not given) the results were AmpC inh detg 1%, AMA1 RON2 block -3%, HCMV inh -13, Tb PYK inh -7%, AmpC inh no detg -17%, LmPK inh 0% and Sm TGR inh 49%[activator].
`O=C(NCCc1ccc(Cl)cc1)c1ccc(CSCc2ccccc2Cl)o1` gave AmpC inh detg 7%, HCMV inh 0, Tb PYK inh 5%[15.4 µM] and Sm TGR inh -21%.
Screening Cc1ccnc(NS(=O)(=O)c2ccc(N3C(=O)C4CCCCC4C3=O)cc2)n1 (stereo not given) returned AmpC inh detg -9%, AMA1 RON2 block 2%, HCMV inh -18, Tb PYK inh -1%, AmpC inh no detg 2%, LmPK inh -5% and Sm TGR inh -1%.

Screens from PubChem.
